dFosB act – mouse delta FosB homodimer activation | P13346 | purified delta FosB, TAMRA-CDK5 oligo fluorescence polarization; percent of positive-control signal above neutral wells | activation, % at 25 µM | actives 0.99% (n = 340,000);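 active = mean activation above about 17%, with every replicate also reaching it, limit read from the data, passing the limit was not always enough; inconclusive = only one of the two conditions met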;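 also: fluorescence polarization rise as delta FosB binds a TAMRA Cdk5 AP-1 oligo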
CDK5 p35 inh – blocks human CDK5/p35 kinase activity | Recombinant CDK5/p35, ADP-Glo luminescence, 60 min | inhibition, % at 10 µM | Q00535+Q15078 | actives 0.01% (n = 330,000) | AID 488839;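 active = highest replicate inhibition of at least 50% and at least 75% of replicates reaching 50%; inconclusive = only one of the two criteria met; inactive = both criteria failed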;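 also: plate controls were DMSO neutral control for no effect and GW8510 at 10 µM for full effect; many of its hits are not listed in these tables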
Target sequence (Q00535 whole entry, looked up): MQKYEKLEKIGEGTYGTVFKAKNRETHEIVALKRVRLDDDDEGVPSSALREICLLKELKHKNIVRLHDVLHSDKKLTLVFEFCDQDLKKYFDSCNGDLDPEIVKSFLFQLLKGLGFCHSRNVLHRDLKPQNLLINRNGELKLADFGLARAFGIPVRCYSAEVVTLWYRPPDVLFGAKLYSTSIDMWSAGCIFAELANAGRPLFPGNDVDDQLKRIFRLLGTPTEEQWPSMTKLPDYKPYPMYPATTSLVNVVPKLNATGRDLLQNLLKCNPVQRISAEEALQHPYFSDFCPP
Target sequence (Q15078 whole entry, looked up): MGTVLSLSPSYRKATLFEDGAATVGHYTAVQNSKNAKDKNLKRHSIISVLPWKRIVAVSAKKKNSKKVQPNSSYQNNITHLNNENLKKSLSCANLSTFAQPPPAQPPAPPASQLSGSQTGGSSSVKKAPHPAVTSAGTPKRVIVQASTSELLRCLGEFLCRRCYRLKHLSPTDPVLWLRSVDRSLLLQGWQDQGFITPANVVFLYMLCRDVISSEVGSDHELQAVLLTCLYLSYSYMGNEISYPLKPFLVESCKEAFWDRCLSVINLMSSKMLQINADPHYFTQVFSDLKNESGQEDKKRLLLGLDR
HTR5A ag – activates human HTR5A in OPRM1-OPRD1 agonist counter-screen; AID 504692; activation, % at 9.3 µM; HTR5A agonist assay, luminescence, cell-based; actives 0.61% (n = 340,000); in the data active = activation mostly above about 9.5%, no sharp cut-off; inactive = mostly below about 7.6%;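 also: 0% = cells with vehicle only and 100% = reference agonist; strong numbers were not always called active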
Target sequence (P47898 whole entry, looked up): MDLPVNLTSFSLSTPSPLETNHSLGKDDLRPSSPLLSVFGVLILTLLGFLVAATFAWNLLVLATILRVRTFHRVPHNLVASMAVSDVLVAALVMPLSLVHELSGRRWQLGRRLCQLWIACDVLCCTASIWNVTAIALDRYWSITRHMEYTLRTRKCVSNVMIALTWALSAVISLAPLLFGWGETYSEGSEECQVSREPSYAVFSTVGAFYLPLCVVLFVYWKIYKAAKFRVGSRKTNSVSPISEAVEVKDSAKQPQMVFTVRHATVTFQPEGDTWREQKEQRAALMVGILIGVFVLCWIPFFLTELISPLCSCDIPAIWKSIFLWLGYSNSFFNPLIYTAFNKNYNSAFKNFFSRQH
MITF act – MITF TRPM1 promoter activation in melanoma cells; SK-MEL-5 TRPM1-promoter luciferase, 24 h; % of positive control, neutral wells = 0; activation, % at 12.5 µM; actives 0.75% (n = 300,000);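 active = mean activation of at least 80% with every replicate also reaching 80%; inconclusive = mean reaches 80% but some replicate falls short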;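 also: 0% = neutral control wells and 100% = parthenolide positive control wells; values of inactives mirror those of a sister screen read the other way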
HTR5A inv ag – inverse agonist of human HTR5A in OPRM1-OPRD1 counter-screen. P47898. HTR5A cell line, luminescence, inverse agonism. inhibition, % at 9.3 µM. actives 0.083% (n = 340,000). AID 504634; in the data active = inhibition mostly above about 23%, no sharp cut-off; inactive = mostly below about 18%;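 also: 0% = cells with DMSO and 100% = no-cell wells with DMSO; some compounds called inactive have numbers as strong as hits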
SR-BI HDL uptake – blocks mouse SR-BI lipid uptake from DiI-HDL | Q61009 | ldlA[mSR-BI] CHO cells, DiI-HDL uptake fluorescence, 3 h | inhibition, % at 12.5 µM | actives 0.96% (n = 320,000);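 active = mean replicate inhibition of at least 70% and a set share of replicates each scoring 70 or more; inconclusive = meets just one of the two criteria; inactive = fails both criteria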;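 also: 0% = median of neutral control wells and 100% = median of positive control wells; values of inactives mirror those of a sister screen read the other way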
V-ATPase pH – regulators of yeast V-ATPase proton transport; actives 0.37% (n = 350,000); response, % at 10 µM; S. cerevisiae, pHLuorin cytosolic pH fluorescence; in the data active = response mostly above about 7.3%, no sharp cut-off; inactive = mostly below about 5.4%; also: actives read high; inactives centre near 0; some compounds called inactive have numbers as strong as hits; reference of the scale not given here
PvdQ acylase – P. aeruginosa PvdQ acylase inhibition | purified PvdQ acylase, fluorescence plate reader | inhibition, % at 10 µM | actives 0.063% (n = 340,000) | AID 488965; in the data active = inhibition above about 30%, passing the limit was not always enough; inconclusive = no clear call, values can overlap the other calls;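 also: 0% = vehicle neutral wells and 100% = reference inhibitor wells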
Wnt bcat act – Wnt/beta-catenin pathway activation; Wnt/beta-catenin reporter cell assay, activator, plate reader; actives 1.2% (n = 300,000); AID 743398; activation, % at 9.35 µM; in the data active = activation above about 30%, passing the limit was not always enough; inconclusive = no clear call, values can overlap the other calls;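 also: 0% = neutral control wells and 100% = positive control wells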
NSD2 inh – blocks human histone methyltransferase NSD2; O96028; NSD2 peptide methylation, AlphaScreen, 120 min; inhibition, % at 12.5 µM; actives 0.54% (n = 310,000); in the data active = inhibition above about 50%
The depositor's hits bear a star; ? = inconclusive; · = no result given; & = joins results of further samples.

SMILES	dFosB act	CDK5 p35 inh	HTR5A ag	MITF act	HTR5A inv ag	SR-BI HDL uptake	V-ATPase pH	PvdQ acylase	Wnt bcat act	NSD2 inh
COc1ccc(Cl)cc1N(C(=O)Nc1cccc(Cl)c1)C1=NCC(C)S1 (centres undefined)	-8	·	4	-5	22	-26	3	-8	·	-2
CCOC(=O)Cc1nnc(NC(=O)CSc2ccc(Cl)cc2)s1	-14	-0.7	1	·	-2	-14	1	-8	-4	5
CCOc1ccc(-c2n[nH]c(=S)o2)cc1	-13	-0.9	1	-7	-2	-12	-1	7	-1	-1
Cn1nnnc1SCC(=O)NC(=O)NCc1ccccc1	3	0.2	-3	8	-8	-25	-4	-20	-1	-2
Cc1cccc(/N=C/c2nc(-c3ccccc3Br)oc2O)n1	2	0.5	4	56	-15	35	-2	10	12	1
COc1cccc(C(=O)Cn2c(=O)n(CCC(=O)NCC3CCCO3)c(=O)c3cc(OC)c(OC)cc32)c1 (centres undefined)	-11	-0.1	2	-12	-17	·	2	-9	4	1
Oc1cc(NCc2ccc(F)cc2)cc2cccnc12	-8	-0.1	2	-56	-27	-22	1	-13	2	·
N#Cc1cc(C(=O)c2cc(F)ccc2O)cn(Cc2ccccc2)c1=O	-4	2.1	1	-11	-3	-1	-2	4	-1	3
COc1cccc2c1OC1(C)CC2NC(=O)N1 (centres undefined)	0	-0.4	2	·	-6	-38	-4	7	·	-2
CC(=O)c1cc2c(cc1N/C(=N/S(=O)(=O)c1ccc(C)cc1)c1ccccc1)OCO2	-6	0.0	0	-20	12	23	1	-15	2	-3
CC1(C(=O)OCC(=O)c2c[nH]c3ccccc23)CC1(Cl)Cl (centres undefined)	-6	-0.4	-1	96*	-12	-1	5	-7	·	-6
CCC(C(=O)c1ccccc1)N(C(=O)c1ccccc1Cl)N1C(=O)C2C3C=CC(C3)C2C1=O (centres undefined)	-8	-0.4	-2	13	6	-6	-4	10	·	14
CCN(CC)CCN(Cc1cc2cc3c(cc2[nH]c1=O)OCO3)C(=S)NC	2	3.0	1	·	-2	-27	2	15	2	11
CCC(C)Nc1nc(N)c([N+](=O)[O-])c(Nc2cc(OC)ccc2OC)n1 (centres undefined)	-9	4.0	-1	-9	-7	36	1	-14	-2	9
CC(=O)Nc1ccc(/C=C2\Sc3ccccc3C2=O)cc1	6	-0.5	-4	·	3	-19	0	-4	8	-1
COc1ccc(NC2=C(Cl)C(=O)N(CCc3ccccc3)C2=O)cc1	-1	0.7	-7	33	18	-22	-2	-3	?	-2
Nc1nnc(CCN2C(=O)CSC2=O)s1	-3	-2.3	1	-3	14	-26	5	-5	-5	15
CCc1cc2c(=O)[nH]c(Cc3ccc(Cl)cc3)nc2s1	6	-2.0	0	·	-2	7	-3	-7	1	0
CC1=C(C(=O)OCCOC(C)C)C(c2cc3c(cc2Br)OCO3)CC(=O)N1 (centres undefined)	-8	-1.5	3	3	4	-11	2	0	-6	-4
O=C(Nc1cccc(-c2nc3ccccc3s2)c1)c1cc(=O)c2ccccc2o1	5	-2.1	2	-1	-8	·	3	-16	2	9
COc1cccc(NC(=O)CN(C)C(C)C(=O)N2CCCC2)c1 (centres undefined)	-6	0.1	3	11	-9	-18	2	-8	9	-6
Cn1nc(-c2ccccc2)c(C(O)c2ccc(Cl)cc2)c1Cl (centres undefined)	-4	0.1	5	-1	-4	-32	2	-5	0	-2
Cc1nc(NC(=O)CC(C)C)sc1-c1csc(Nc2ccc(Cl)cc2Cl)n1	1	-1.6	6	9	-6	59	-9	6	-5	·
Cc1ccc2oc(=O)c3cnn(CC(=O)NC4CCC(C)CC4)c3c2c1 (centres undefined)	3	1.2	-3	·	-8	-25	2	-3	-3	·
CCn1c(-c2cc(Cl)ccc2OC)n[nH]c1=S	-2	2.5	-2	9	5	-6	1	-10	·	-1

Fetched by compound from the entries so far:
SMILES	dFosB act	CDK5 p35 inh	HTR5A ag	MITF act	HTR5A inv ag	SR-BI HDL uptake	V-ATPase pH	PvdQ acylase	Wnt bcat act	NSD2 inh
N#Cc1cc(C(=O)c2cc(F)ccc2O)cn(Cc2ccccc2)c1=O	-4	2.1	1	-11	-3	-1	-2	4	-1	3
CCN(CC)CCN(Cc1cc2cc3c(cc2[nH]c1=O)OCO3)C(=S)NC	2	3.0	1	·	-2	-27	2	15	2	11

Continuation:
SMILES	dFosB act	CDK5 p35 inh	HTR5A ag	MITF act	HTR5A inv ag	SR-BI HDL uptake	V-ATPase pH	PvdQ acylase	Wnt bcat act	NSD2 inh
COc1ccc(CCNC(=O)C2CC(c3ccccc3[N+](=O)[O-])=NO2)cc1 (centres undefined)	3	1.1	2	56	-15	-4	0	-11	29	·
CCOC(=O)C1(CCCc2ccccc2)CCN(CCCn2cccn2)CC1	-3	0.1	2	-4	14	16	-2	6	-5	0
CCC(=O)Nc1ccc(C(=O)CSc2nc3ccccc3[nH]2)cc1	-8	-1.4	4	-2	-24	18	5	-5	-8	-1
O=C(COc1ccc(Br)cc1)NCCCNC(=O)c1cnccn1	-3	0.6	3	-10	-7	-2	6	-7	0	-3
N#CC1=C(N)N(c2ccc(Cl)c(Cl)c2)C(=O)C1	1	-1.3	-2	-7	-1	-17	2	-6	6	-4
CC(NS(=O)(=O)c1ccccc1)C(=O)Nc1ccc(S(N)(=O)=O)cc1 (centres undefined)	-1	-0.7	-1	·	-8	-2	-1	-16	·	-1
CCN(CC)c1ccc(NC(=O)CN2C(=O)CSc3ncccc32)c(C)c1	-4	-2.7	2	-21	-6	2	0	-12	-3&-6	·
CN(C(=O)c1ccncc1)c1nnc(-c2ccncc2)s1	-8	-0.1	-1	13	0	-5	4	-16	·	·
COc1cccc(/C=C2\N=C3CCCCCN3C2=O)c1	7	0.1	2	-1	-8	-4	0	-12	36*	-5
CCN(C[C@H]1N[C@@](CC)(C(=O)OC)[C@H]2C(=O)N(C)C(=O)[C@@H]12)C(C)=O	-4	1.4	-1	-1	2	-23	0	-11	-1	·
COc1ccc(OC)c(NC(=O)NC2(C(F)(F)F)Oc3ccccc3O2)c1	3	1.4	1	-13	7	-29	4	-7	-9	11
CCN(Cc1ccc(OC)c(F)c1)C(=O)C1CCCO1 (centres undefined)	-2	-0.8	1	-6	-3	·	0	4	0	-2
COc1ccccc1N1CCN(C(=O)CCn2c(=O)[nH]c3ccccc3c2=O)CC1	-12	0.7	-1	-13	3	-6	1	-14	0	0
Cc1ccc(CCNC(=O)CN(C)S(=O)(=O)c2ccc3c(c2)n(C)c(=O)c(=O)n3C)cc1	-9	-1.0	-2	6	1	·	0	-12	-1	0
CN(C)c1ccc(C(=O)OCC(=O)c2cccs2)cc1	-3	0.6	1	32	-5	-6	0	0	1	1
CC(=O)CNc1ccc(S(=O)(=O)N/N=C/c2ccccc2)cc1	-3	2.8	6	-5	-20	·	7	4	1	-2
O=C(COc1ccccc1)N[C@@H]1c2ccccc2CC[C@@H]1OCc1ccccc1	1	-0.2	-1	2	4	-3	3	-16	-2	·
CC(C)C[C@@H](CSc1ccccc1)N1CCN(C)CCC1=O	2	-0.1	3	13	9	-37	-6	0	12	·
Clc1ccc(OCCn2cnc(Cl)c2Cl)cc1	4	-0.1	1	-7	7	·	0	1	-3	7
CCc1nccn1CCC(=O)N1CCCC(Nc2ccc(C(C)C)cc2)C1 (centres undefined)	1	-0.3	-1	2	11	-8	0	5	-1	5
Cc1ccc(CNC(=O)C2CCC(CNc3c(N4CCC(C)CC4)c(=O)c3=O)CC2)cc1 (centres undefined)	1	3.3	4	5	-12	3	-1	0	0	1
O=c1cc(CSc2ccc(Cl)cc2)[nH]c2[nH]n(-c3ccccc3)c(=O)c12	-14	-9.7	-4	-2	11	19	1	-7	9	11
O=C(N/N=C1\CCCCc2ccccc21)c1ccccn1	-1	0.6	1	41	-3	-10	-1	6	3	-1
Cc1cccc(Oc2ncccc2[N+](=O)[O-])c1C	4	-1.4	-1	16	3	22	2	-4	-5	0
Cc1cc(NC(=O)c2noc3c2CCCC3)nn1Cc1ccc(Cl)cc1	-9	2.2	-1	-10	4	7	-4	5	0	-5

Other records follow:
SMILES	dFosB act	CDK5 p35 inh	HTR5A ag	MITF act	HTR5A inv ag	SR-BI HDL uptake	V-ATPase pH	PvdQ acylase	Wnt bcat act	NSD2 inh
CCCCNC(=O)C1CCCN(S(=O)(=O)c2ccc(-n3cnnn3)cc2)C1 (centres undefined)	6	2.9	-1	-2	9	-4	-6	5	0	-1
CCCCN(CCCC)c1nn[nH]n1	-1	1.5	0	5	1	·	3	-14	3	0
Cc1cccc(N2CCN(c3ccc(C(N)=O)cc3[N+](=O)[O-])CC2)c1C	3	-1.0	-2	-5	6	-9	6	-13	-14	-2
Cc1ccc2cc(CCNC(=O)CCCc3ccccc3)c(=O)[nH]c2c1	9	0.8	0	-12	-2	-3	4	-9	-3	1
O=C(CSc1nnc(-c2ccc(F)cc2)c2ccccc12)Nc1c(F)cccc1F	-7	0.2	2	0	-28	53	0	-2	-8	-2
CCc1nnc(NC(=O)C23CC4CC(CC(C4)C2)C3)s1	2	1.9	2	70	-9	-16	1	16	17	-3
CC(C)c1nnc(NC(=O)CCC(=O)NCCc2ccccc2)s1	-3	-4.8	-5	-3	12	-10	5	-4	-1	-1
O=C(NC1CCCCC1)N1CCN(c2nc(-c3ccccc3)cs2)CC1	-15	0.2	-1	6	2	19	-1	-10	-1	-5
CC(C)CN(CC(C)C)C(=O)CCCC(=O)N(CC(C)C)CC(C)C	-1	0.8	2	-16	-8	20	1	-4	·	-3
CC1(c2ccccc2)NC(=S)N2C1NC(=S)N2c1ccccc1 (centres undefined)	0	-0.5	2	4	-17	-11	5	7	·	2
OCCN(CC#CCn1c2ccccc2c2ccccc21)CCO	-4	2.9	9	-3	-28	14	5	9	3	-1
C=CCn1c(SCc2nc3sc(C(=O)O)c(C)c3c(=O)[nH]2)nnc1-c1ccccc1	-8	0.4	1	1	-4	-9	3	11	-2	3
CN(CC(=O)Nc1ccc(F)cc1)C(=O)CSc1ccc2c(c1)OCCO2	0	-0.4	6	2	-16	-4	-2	-19	-2	7
CCOC(=O)c1sc(NC(=O)CN2C(=O)NC3(CC(C)CC(C)(C)C3)C2=O)c(C(=O)OCC)c1C (centres undefined)	-1	-0.6	2	10	-6	5	-4	-7	0	-8
O=C(CN1CCN(C2CCCCC2)CC1)Nc1cccc2ccccc12	5	0.4	-1	-1	-16	-4	5	-14	-1	4
Cc1sc2ncnc(N3CCC(C(=O)NNC(=O)COc4ccccc4Cl)CC3)c2c1C	-17	2.0	3	-13	16	60	7	-4	3	2
O=C(COc1ccc([N+](=O)[O-])cc1)Nc1ccc2c(c1)OCO2	-9	-3.5	1	1	-2	-3	0	-19	0	1
CC(=O)Nc1cccc(/C(C)=N/NS(=O)(=O)c2ccc(C)cc2)c1	6	-0.7	-3	11	7	-16	1	-4	0	3
Cc1ccc(NC(=O)CNC(=O)Cc2cccc3ccccc23)c(O)c1	-4	0.3	0	-8	1	-31	-1	-14	3	-1
CC(NC(=O)c1ccncc1)c1ccccc1 (centres undefined)	-1	0.3	4	2	-11	11	3	9	-1	-3
Cc1cccc(N(CC(=O)NC(C)(C)C)C(=O)CCC(=O)Nc2nccs2)c1	-4	-0.7	-2	·	7	-26	3	2	-1	0
Cn1c(=O)[nH]c(=O)c2c1nc(N1CCCCCC1)n2CCSc1nc2ccccc2o1	-3	-5.2	2	·	-3	-50	3	9	·	·

Screening data from PubChem.
